# Screens: PubChem BioAssay, National Center for Advancing Translational Sciences (NCATS)
# BLM inh – blocks DNA unwinding by human BLM helicase; P54132; recombinant BLM DNA unwinding, fluorescence dequenching; Potency, µM (doses to about 56.1 µM), for the others: at the top dose activity change, negative = inhibition, hits mostly inhibitors; 350,000 tested, 0.2% active; AID 2528;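 also: plate controls were vehicle for no effect and no enzyme for full effect; nearly all actives have a fitted effect of over 35% in size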
# BAZ2B inh – BAZ2B (human) inhibition; 360,000 tested, 4.4% active; Potency, µM (top dose mostly 114 µM), inactives show at the highest dose activity change, negative = inhibition, actives largely listed as inhibitors; Q9UIF8; AlphaScreen BAZ2B-H3K14Ac peptide displacement; also: % is scaled to controls: 0 for no effect and ±100 for the full control effect; nearly all actives have a fitted effect of over 60% in size
#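 AlphaScreen displacement: compounds (up to 110uM) incubated 30 min at room temperature with a preformed 50 nM BAZ2B/50 nM biotinylated H3K14Ac peptide complex in PBS pH 7.4 with Tween-20. Donor and acceptor beads at 10 ug/mL final added, 20 min light-protected before reading.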
# Apoferritin bind – candidate novel general anesthetic via apoferritin binding; P02791; apoferritin/1-aminoanthracene competitive binding, fluorescence; Potency, µM (series often up to 77.5 µM), without a hit: at the highest dose activity change, negative = displacement, most hits filed as inhibitors; 350,000 tested, 0.074% active; also: % is scaled to controls: 0 for no effect and ±100 for the full control effect; nearly all actives have a fitted effect of over 20% in size
#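 Probe: 1-aminoanthracene (50% saturated, PBS). Protein: horse-spleen apoferritin, 10 uM. Incubation: 10 min, room temperature. Detection: 380 nm excitation, 535 nm emission. Analysis: normalized response, four-parameter Hill.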
# POLI inh – inhibitors of human DNA polymerase iota; AID 588590; Potency, µM (titrated, usually from 115 µM), inactives show at the highest dose activity, negative = inhibition, usual class: inhibitors; Q9UNA4; 390,000 tested, 1% active; Pol iota fluorescent replication assay, 10 min
#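 Fluorescent replication assay read twice, at 0 min and 10 min after adding 50 nM (final) substrate. Enzyme (10 nM) and compounds were first incubated 15 min at room temperature; enzyme-free buffer wells were negative controls.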
# APE1 inh – inhibitors of human APE1 endonuclease; AID 2517; 350,000 tested, 0.35% active; Potency, µM (top dose mostly 65.8 µM), for the others: top-dose activity change, negative = inhibition, actives largely listed as inhibitors; recombinant APE1, TAMRA/BHQ-2 abasic DNA cleavage fluorescence;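 also: plate controls were vehicle for no effect and reference inhibitor for full effect; nearly all actives have a fitted effect of over 55% in size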
#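 Step 1: APE1 (0.75 nM) with compound, 15 min RT. Step 2: add 50 nM fluorophore/quencher THF duplex. Step 3: three fluorescence reads 60 s apart (525/598 nm); read 3 minus read 1 = reaction progress.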
# POLH inh – inhibitors of human DNA polymerase eta | Q9Y253 | recombinant Pol eta, fluorescent DNA replication assay | Potency, µM (highest dose often 114 µM), without a hit: at the top dose activity change, negative = inhibition, usual class: inhibitors | 390,000 tested, 1.2% active; also: % is scaled to controls: 0 for no effect and ±100 for the full control effect
#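 Fluorescent replication assay: 50 nM final substrate added after a 15 min room-temperature compound preincubation with 10 nM enzyme. Signal taken at 0 min and again at 10 min.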
# POLK inh – inhibitors of human DNA polymerase kappa. Q9UBT6. purified Pol kappa, fluorescent DNA synthesis assay, 10 min. Potency, µM (titrated, usually from 107 µM), without a hit: at the top dose activity, negative = inhibition, hits mostly inhibitors. 400,000 tested, 0.53% active. AID 588579; also: % is scaled to controls: 0 for no effect and ±100 for the full control effect
#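 Fluorescent qHTS in 1536-well format: enzyme (10 nM) and compound sat 15 min at room temperature before 50 nM substrate (final) was added. Signal taken at 0 and 10 min; no-enzyme buffer wells were negative controls.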
# G9a inh – G9a (human) methyltransferase inhibition | Q96KQ7 | G9a H3K9 monomethylation, AlphaScreen, 2 h | Potency, µM (series often up to 102 µM), inactives show at the top dose activity, negative = inhibition, hits mostly inhibitors | 350,000 tested, 8.8% active | AID 504332; also: % is scaled to controls: 0 for no effect and ±100 for the full control effect; nearly all actives have a fitted effect of over 75% in size
#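 G9a (20 nM) preincubated 15 min RT with compounds, then 500 nM biotinylated H3K9 peptide and 20 uM SAM added; 2 h RT reaction. Monomethyl-H3K9 product detected by AlphaScreen with anti-H3K9me1 antibody, streptavidin donor and anti-rabbit IgG acceptor beads.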
# Pol beta inh – DNA polymerase beta (human) inhibition; AID 485314; Potency, µM (highest dose often 114 µM), for inactives: at the highest dose activity change, negative = inhibition, usual class: inhibitors; 340,000 tested, 1.3% active; Pol beta primer extension/strand displacement, fluorescence kinetic; also: % is scaled to controls: 0 for no effect and ±100 for the full control effect
#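 Pol beta (10 nM) and compounds were preincubated 15 min at room temperature, then 50 nM substrate (final) started primer extension/strand displacement. Reads were taken at 0 and 10 min; concentration-response data were fitted to a four-parameter Hill equation.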
# * marks the source's active call; other numbers are inactive results; ? = inconclusive; / = no result given; [ ] = another dose, or the depositor's remark. Calls follow the shape of the dose curve; as a rule, active = well fitted curve in the direction sought with a large enough effect; inconclusive = small, poorly fitted or top-dose-only effect, or another doubt; inactive = no such curve, though single readings can be large; an effect the other way counts as inactive or inconclusive. Potency is read from the fitted curve at half-maximal effect. Not all compounds are listed; the hit share may differ from the screen's.
SMILES,BLM inh,BAZ2B inh,Apoferritin bind,POLI inh,APE1 inh,POLH inh,POLK inh,G9a inh,Pol beta inh
O=C(COC(=O)c1ccccc1Br)NCC1CCCCC1,/,/,/,46%[activator],19%,-24%,-14%,/,/
COc1ccc(C(=O)N/N=C(\C)Cn2nc([N+](=O)[O-])cc2C)cc1,1%,-38%,-15%,1%,-5%,-13%,-18%,/,?
O=C(NCCc1ccccc1)c1ccc2c(c1)CCN2S(=O)(=O)c1ccc(Cl)cc1,-6%,-2%,109%[activator],8%,/,-7%,-21%,-27%[59 µM],7%
CCOc1ccc(-n2c(SCC(=O)NCC3CCCO3)nc3c([nH]c4ccccc43)c2=O)cc1 (stereo unspecified),-2%,3%,?,-27%,/,-6%,-2%[60.1 µM],2%[59 µM],34%
C=CCOC(=O)c1[nH]c2c(c1C)C(=O)CC(c1cc(OC)c(OC)c(OC)c1)C2 (stereo unspecified),-3%,-3%,-16%,10%,1%,-15%,9%,-27%,6%
Cn1c(=O)c2c(ncn2CC(=O)N2CCN(S(=O)(=O)c3ccc(Cl)cc3)CC2)n(C)c1=O,-2%,-8%,-3%,15%,6%,-6%,-10%,/,18%
COc1ccc(N(CC(=O)NCCSC2CCCCC2)S(=O)(=O)c2ccc(C)cc2)cc1,-1%,0%,-2%,6%,-8%,-6%,-17%,/,2%
Cc1ccc(NC(=O)CN2C(=O)C3CCCCN3C(=O)c3ccccc32)cc1 (stereo unspecified),4%,-3%,-11%,2%,6%,3%,5%,15%[59 µM],22%
COc1ccc(NC(=O)CN(c2ccc(OC)cc2)S(=O)(=O)c2ccc(OC)c(OC)c2)cc1,-2%,-7%,-10%,-10%,19%,12%,0%,46%,0%
CC(OC(=O)CCCN=C1NS(=O)(=O)c2ccccc21)C(=O)Nc1ccc(F)cc1Cl (stereo unspecified),/,-6%,/,40%[activator],26%,-14%,-2%,-30%,/
O=C(NCCN1CCCCC1)c1ccc(F)cc1Cl,3%,-9%,-7%,-11%,-4%,-6%,-3%,/,-1%
O=C(N/N=C\C=C\c1ccc2c(c1)OCO2)C1COc2cc3ccccc3cc2O1 (stereo unspecified),-8%,-7%,-8%,?,6%,-4%,-11%,28%,1%
C[C@@H]1COC(=O)[C@H](NC(=O)OCC2c3ccccc3-c3ccccc32)C/C=C\C[C@@H](CC(=O)N(CCO)Cc2ccccc2)C(=O)N1,/,/,/,15%,?,-7%,-6%,/,/
CCOC(=O)N1CCN(c2c(NCC3CCCO3)c(=O)c2=O)CC1 (stereo unspecified),1%,-14%,2%,-3%,-8%,-5%,13%,?,7%
COc1ccc(-c2nnc(N(C)C(=O)c3ccno3)s2)cc1,-5%,-5%,-13%,11%,-2%,-9%,0%,-3%[59 µM],19%
Cc1ccc(-c2noc(-c3cc4ccccc4oc3=O)n2)cc1,-1%,-5%,-11%,21%,1%,-14%,-5%,14%[2.33 µM],35%
Cn1c(=O)n(CC(=O)NCC2CCCO2)c(=O)c2c3c(sc21)COC(C)(C)C3 (stereo unspecified),0%,-5%[57.1 µM],-2%,40%[activator],23%,-17%,1%,18%,-2%
C/C(=N\Nc1cc(C(F)(F)F)ccc1Cl)c1ccncc1,-8%,-15%,?,89%[activator],-24%,-24%,-7%,40µM*,-28%
CC(C)[C@H](NC(=O)[C@H](CCC(N)=O)NC(=O)CNC(=O)[C@@H]1CCCN1C(=O)[C@H](Cc1ccc(O)cc1)NC(=O)CN)C(=O)O,1%,/,13%,/,-6%,/,-5%[60.1 µM],/,/
COc1ccccc1S(=O)(=O)Cc1ccc(C(=O)NCc2ccco2)o1,0%,-5%,3%,-14%,-17%,6%,-15%,7%,19%
COc1ccc(S(=O)(=O)Nc2cc(C(=O)NC(C)C)ccc2N2CCOCC2)cc1,-1%,-5%,-14%,10%,0%,7%,-6%,?,21%
Cc1ccc(S(=O)(=O)c2cc3c(=O)n4cccc(C)c4nc3n(CC3CCCO3)c2=N)cc1C (stereo unspecified),0%,8%,1%,19%,-2%,-5%,-3%,11%,7%
CCc1nn(CC(=O)NCCCN(CC)c2cccc(C)c2)c(=O)c2cc3occc3n12,-1%,-16%,-20%,/,19%,/,/,-40%,16%
COc1ccc(CNC(=O)CCn2cccn2)cc1,0%,5%,4%,25%,/,-17%,-12%[60.1 µM],-5%[59 µM],2%
COc1ccc(/C=N/n2cnc3c([nH]c4ccc(F)cc43)c2=O)cc1CSc1ccccn1,1%,-2%,3%,12%,-3%,-4%,9%,-107%,0%
Cc1cccc(C)c1-n1c(C)cc(/C=N/NC(N)=S)c1C,-11%,45µM*,-6%,4%,0%,-18%,-6%,50µM*,0%
Cc1nc(CNS(=O)(=O)c2cc(C)c(C)cc2C)cs1,-3%,8%,0%,10%,-6%,-10%,-12%,-4%[12.7 µM],1%
Cn1cc(C(=O)N2CCCC(Nc3ccc(F)cc3)C2)c2ccccc21 (stereo unspecified),-1%,12%,?,-13%,-21%,-8%,-4%,18%[0.501 µM],-24%
CCCNC(=O)c1cnn(-c2ccc(C)c(C)c2)c1C1CCN(C(=O)OC(C)(C)C)CC1,-1%,4%[57.1 µM],?,?,/,-14%,-13%,-4%[59 µM],-2%
O=C(Cc1ccc([N+](=O)[O-])cc1)c1ccc(O)cc1O,-6%,-19%,4%,4%,-2%,-4%,-1%,-20%,-22%
Cc1cccc(C)c1OCC(=O)N[C@@H](Cc1ccccc1)[C@@H](O)C[C@H](Cc1ccccc1)NC(=O)[C@H](C(C)C)N1CCCNC1=O,1%,/,/,-8%,/,/,4%[19.4 µM],-40%[12.7 µM],/
O=C(COc1ccccc1)Nc1ccc2[nH]c(=O)[nH]c2c1,-11%,-3%,-3%,10%,11%,-2%,-17%,/,2%
Cc1ccccc1-n1nc(C)c2c1N=C1C(Cl)=CC(Cl)=CN1C2c1ccc(C(=O)O)cc1 (stereo unspecified),2%,?,-8%,?,16%,-3%,-23%,25µM*,26%
O=c1c2ccccc2ncn1-c1cccc(Cl)c1,-5%,7%,-3%,5%,2%,-14%,-15%,23%[59 µM],21%
Cc1nnc(SCc2nc3scc(-c4ccccc4)c3c(=O)[nH]2)s1,-5%,5%,-3%,-17%,0%,0%,-10%,0%,4%
COc1cc(OC)cc(C(=O)N2CCN(C(=O)COc3ccc(C)cc3)CC2)c1,-2%,3%,-4%,40%[activator],/,-15%,-21%,-28%[59 µM],6%
O=C(C[n+]1ccccc1)N/N=C/c1ccc(F)cc1,-6%,-24%,-5%,91%[activator],5%,-20%,8%,-21%,4%
C=CCONC(=O)c1cc(OCC(F)(F)F)ccc1OCC(F)(F)F,4%,2%,-9%,109%[activator],-1%,-7%,-9%,68%[activator][59 µM],26%
COc1ccc(CCN2CCC[C@H](CN3CCc4cc(OC)c(OC)cc4CC3=O)C2)cc1OC,-9%,/,-1%,/,27%,/,10%[60.1 µM],/,/
COc1cc2cnc(-c3cccnc3)cc2cc1OC,/,/,/,10%,30%,14%,-3%,/,/
COc1ccccc1-c1nnc2n1N=C(c1ccc(O)c(O)c1)CS2,-15%,50µM*,?,13µM*,?,8.9µM*,25µM*,?,4µM*
CCCCCc1nnc(NC(=O)c2ccc(=O)n(C)n2)s1,-2%,-18%,-15%,87%[activator],4%,-17%,-8%,-48%,29%
COc1ccc(COC(=O)C2=C(C)NC(=O)NC2c2cc(OC)ccc2OC)cc1 (stereo unspecified),-4%,-7%,-12%,22%,-1%,-22%,-22%,12%,26%
Cc1cc2ccccn2c1C(=O)c1ccc(C#N)cc1,-2%,?,?,27%,25%,-10%,-2%,?,5%
Cc1ccc(C2CC(C(F)(F)F)n3ncc(C(N)=O)c3N2)cc1 (stereo unspecified),-5%,6%,-9%,20%,-4%,-19%,-6%,-1%,19%
Cc1ccn2cc(C(=O)Nc3nnc(C)s3)nc2c1,2%,-2%,-6%,22%,4%,7%,0%,5%,-3%
COC(=O)c1cccc(COC(=O)c2ccc(N(C)C)cc2)c1,-9%,19%,4%,7%,1%,-18%,-8%,-2%[59 µM],2%
CCSc1nc(=S)n(-c2ccccc2)c(C)c1C(C)=O,-3%,?,-10%,6%,-1%,-3%,-13%,-6%,12%
O=C(COC(=O)CNC(=O)c1ccc(Cl)c([N+](=O)[O-])c1)NC(=O)CN1CCCC1=O,/,11%,/,19%,-15%,-10%,-10%,-37%[0.501 µM],/
Cc1ccccc1CNC(=O)Cn1cc2c(n1)-c1c(oc(C(=O)N3CCCC3)c1C)CC2,0%,?,63%[activator],?,/,-6%,-25%,?,4%
Cc1c(NC(=O)CN2C(=O)NC3(CCCCC3C)C2=O)cccc1[N+](=O)[O-] (stereo unspecified),/,7%,/,-6%,28%,-7%,6%,-12%[59 µM],/
Cc1cccc(NC(=O)CN2C(=O)S/C(=C\c3ccccn3)C2=O)c1,2%,4%,-8%,4%,1%,-4%,7%,-38%,20%
CCc1nnc(NS(=O)(=O)c2ccc(NC(=S)NC(=O)c3ccncc3)cc2)s1,0%,?,-5%,-14%,2%,6%,-16%,50µM*,1%
CN(c1ccc(C(=O)Nc2ccc(F)cc2F)cc1)S(=O)(=O)c1ccccc1,-5%,2%,0%,8%,-9%,-8%,-13%,/,2%

# 2 records picked at random from the list so far:
SMILES,BLM inh,BAZ2B inh,Apoferritin bind,POLI inh,APE1 inh,POLH inh,POLK inh,G9a inh,Pol beta inh
Cc1ccc(C2CC(C(F)(F)F)n3ncc(C(N)=O)c3N2)cc1 (stereo unspecified),-5%,6%,-9%,20%,-4%,-19%,-6%,-1%,19%
Cc1cccc(C)c1OCC(=O)N[C@@H](Cc1ccccc1)[C@@H](O)C[C@H](Cc1ccccc1)NC(=O)[C@H](C(C)C)N1CCCNC1=O,1%,/,/,-8%,/,/,4%[19.4 µM],-40%[12.7 µM],/
